H9c2 TAG inh = inhibitors of triacylglycerol accumulation, primary screen, cell-based, uHTS, fluorescence, H9c2. H9c2 cells, Nile Red lipid (TAG) fluorescence; cells loaded with 200 µM oleic acid. inhibition, % at 12.5 µM. actives 0.66% (n = 230,000);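 active = pattern-corrected inhibition of lipid staining of at least 50% with the nuclear-stain viability signal not falling by more than 50%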;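 also: 0% = DMSO wells and 100% = triacsin C control wells; some results filed as inactive read as strong as hits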
H9c2 TAG inh DAPI viability = further read-out of H9c2 TAG inh, marked with its call; DAPI nuclei signal change (viability), lower = more cytotoxic, %;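 whole-well DAPI fluorescence read on a plate reader as a viability signal; minus 50 percent equals half of cells still viable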
An asterisk follows results filed as active. Not all compounds are listed (hit frequency here may not be typical).

| item | molecule | H9c2 TAG inh | H9c2 TAG inh DAPI viability |
| --- | --- | --- | --- |
| 1 | O=[N+]([O-])c1cccc(CNCc2ccccc2)c1 | -5 | 8 |
| 2 | CN(c1ccc(C(=O)Nc2cccc([N+](=O)[O-])c2)cc1)S(C)(=O)=O | -3 | 4 |
| 3 | CSCC[C@H](NC(=O)NC1CCCC1)C(=O)O | 8 | -4 |
| 4 | COc1cccc(C(=O)N2CCN(Cc3cn[nH]c3-c3ccc(F)cc3F)CC2)c1 | 8 | -10 |
| 5 | O=C(NCCC1CCCCN1S(=O)(=O)c1ccc(F)cc1)C(=O)NCC1CCCO1 (stereo unspecified) | 8 | -1 |
| 6 | Cc1noc(C)c1COc1ccccc1C(=O)N1CCN(c2cccc(Cl)c2)CC1 | 0 | -10 |
| 7 | O=C1CCC(C(=O)Nc2nnc(C3CC3)s2)=NN1 | -14 | 0 |
| 8 | FC(F)(F)c1cccc(N2CCc3cn[nH]c32)c1 | 8 | -4 |
| 9 | Cn1nc(C(=O)OCC(=O)c2ccccc2)c2ccccc2c1=O | -5 | 2 |
| 10 | CC(C)CC#Cc1ccc2c(c1)O[C@H](CN(C)C(=O)Cc1ccncc1)[C@H](C)CN([C@H](C)CO)S2(=O)=O | 23 | -16 |
| 11 | Oc1cc(NCCN2CCOCC2)cc2cccnc12 | 74* | -30* |
| 12 | CC1CC(C)CN(S(=O)(=O)c2cc3c4c(c2)CCC(=O)N4CCC3)C1 (stereo unspecified) | 2 | 1 |
| 13 | Cc1ccc(S(=O)(=O)CCC(=O)Nc2cccc(S(=O)(=O)N3CCCCCC3)c2)cc1 | -7 | 4 |
| 14 | COc1cc(OC)cc(C(=O)NCC(=O)OC2CCOC2=O)c1 (stereo unspecified) | -8 | 4 |
| 15 | COc1ccc(S(=O)(=O)NCC(c2ccc3c(c2)OCO3)N2CCOCC2)cc1C (stereo unspecified) | -4 | 5 |
| 16 | O=C(OCc1cnc(Cl)s1)c1cccc(Cl)c1Cl | -6 | 2 |
| 17 | COc1cc(C)nc(N2CCCC(C(=O)NCC(C)C)C2)n1 (stereo unspecified) | -5 | -2 |
| 18 | CCC(NS(=O)(=O)c1cccs1)c1ccc(C)cc1 (stereo unspecified) | -7 | -4 |
| 19 | COc1ccc2cc(CN(Cc3ccco3)C(c3nnnn3C3CCCCC3)C(C)C)c(=O)[nH]c2c1 (stereo unspecified) | 0 | -2 |
| 20 | CC(NC(=O)c1cccs1)c1ccccc1 (stereo unspecified) | -8 | 1 |
| 21 | Brc1cccc(C=Nc2cccc3ncccc23)c1 | 2 | 1 |
| 22 | Cc1ccc2[nH]c(=O)c(C(c3nnnn3C3CCCC3)N3CCCc4ccccc43)cc2c1 (stereo unspecified) | 3 | -3 |
| 23 | Cc1cc(NC(=O)CSc2nnc(Cc3ccccc3)o2)no1 | 7 | -13 |
| 24 | CN(C(=O)c1ccco1)c1nc(CC(=O)Nc2ccccc2)cs1 | -37 | 3 |
| 25 | CSc1ccccc1NC(=O)CN1C(=O)C2CC=CCC2C1=O (stereo unspecified) | 15 | -9 |
| 26 | c1ccc(Cn2cc(CNc3ccccc3)nn2)cc1 | 8 | 1 |
| 27 | Cc1ccc(/C=C2\SC(=S)N(Cc3ccccc3)C2=O)o1 | -58 | -4 |
| 28 | O=C(COc1ccc(F)cc1Cl)N(Cc1nnc(-c2ccccc2Cl)o1)C1CC1 | -17 | -3 |
| 29 | COC(C(=O)Nc1ccnn1C1CCN(Cc2ccc(C)s2)CC1)c1ccccc1 (stereo unspecified) | -19 | 0 |
| 30 | CCCSc1nc2ccsc2c(=O)n1CC | 3 | -6 |
| 31 | CCC1=C(OC(=O)N(CC)CC)N2C(=O)OC(=NCC(=O)OC)[C@]2(Cc2ccccc2)[C@H]2C1=CC[C@H]1C(=O)N(C)C(=O)[C@H]12 | -9 | -1 |
| 32 | C/C(=N\NC(=O)CN1CCN(S(=O)(=O)c2ccc(C)cc2)CC1)c1ccc(O)cc1 | -14 | -1 |
| 33 | CC(=O)NC(CC(=O)N(Cc1ccccc1)c1cccc(C)c1)c1ccccc1 (stereo unspecified) | -24 | -2 |
| 34 | CC(C)(C)NC(=S)NNC(=O)c1ccc2ncccc2c1 | 2 | -7 |
| 35 | COC(=O)[C@]1(C)N[C@H](CN(C)S(=O)(=O)c2ccc(C)cc2)[C@@H]2C(=O)N(C)C(=O)[C@@H]21 | -9 | 2 |
| 36 | CC1(C)Cc2c(ccc3ccccc23)C(=O)N1 | -15 | -1 |
| 37 | CC1=Nc2ccccc2N=C(NC(=O)c2ccccc2)C1c1ccccc1 (stereo unspecified) | -2 | 0 |
| 38 | Nc1c(-c2ccccc2)cnc2cc(-c3ccccc3)nn12 | -18 | -1 |
| 39 | Cc1cc(-c2nsc(=O)o2)c(S(C)(=O)=O)s1 | -19 | 12 |
| 40 | CC(C)(C)C(=O)Nc1cc2nn(-c3ccccc3)nc2cc1Cl | 10 | 8 |
| 41 | Cc1ccc(C)c(NC(=O)CN(C)C(=O)c2oc3c(Cl)cccc3c2C)c1 | 27 | -2 |
| 42 | CCCn1c(NCc2cccs2)nc2ccccc21 | -3 | 5 |
| 43 | COc1cc(C(=O)NC2CCN(C)CC2)ccc1Nc1ncc2c(n1)N(C1CCCC1)CCC(=O)N2C(C)C | 58* | -13* |
| 44 | CCOc1ccccc1CN1CCNC(=O)C1CC(=O)NCc1nccn1CC (stereo unspecified) | -4 | -7 |
| 45 | CC(=O)Nc1ccc(-c2ccnc3c2CC(C(=O)NCc2ccccc2)O3)cc1 (stereo unspecified) | 50 | -24 |
| 46 | Cc1ccc(C)c(OCc2nnc(NC(=O)c3ccc4c(c3)OCO4)s2)c1 | -6 | 5 |
| 47 | O=S1(=O)CCN(Cc2ccccc2Cl)CC1 | 3 | -3 |
| 48 | COc1ccc(CNCC(O)COCc2cccs2)cc1 (stereo unspecified) | -13 | 12 |
| 49 | O=[N+]([O-])c1cccc(-c2noc(-c3ccco3)n2)c1 | -10 | 6 |
| 50 | N#CC1(NC(=O)COC(=O)c2ccc(Cl)nc2)CCCCC1 | -9 | -7 |
| 51 | Nc1c(OS(=O)(=O)c2ccccc2)cccc1OS(=O)(=O)c1ccccc1 | 19 | -39 |
| 52 | O=C(NC1CC1)c1ccc(CSCc2cccc(F)c2)o1 | -19 | -8 |
| 53 | COc1cccc(/C=N/NC(=S)NC2CC3CCC2C3)c1OC (stereo unspecified) | -5 | 3 |
| 54 | CC(=O)c1sc(NC(=O)C2CCN(C(=O)c3ccc(F)cc3)CC2)nc1-c1ccccc1 | -3 | -2 |
| 55 | O=C(Nc1ccc(-c2nnc(-c3ccccc3)o2)cc1)c1ccc(Br)o1 | 17 | 7 |
| 56 | Nc1nonc1-n1nnc(C(=O)N/N=C/c2ccc(OCc3ccccc3)cc2)c1COc1ccc(F)cc1 | 27 | -7 |
| 57 | O=C(CSCc1ccccc1)Nc1ccc(F)cc1F | -11 | 2 |
| 58 | CC1CSc2nc3sc4c(c3c(=O)n21)CCCC4 (stereo unspecified) | 3 | -1 |
| 59 | Cc1ccnn1-c1ccc(C(=O)NCC(c2ccco2)N2CCCC2)cc1 (stereo unspecified) | 16 | -2 |
| 60 | Cc1ccc(Oc2ccccc2NC(=O)CN2C(=O)NC3(CCCC3)C2=O)cc1 | 9 | -17 |

(continued)
| item | molecule | H9c2 TAG inh | H9c2 TAG inh DAPI viability |
| --- | --- | --- | --- |
| 61 | CCn1c(SCC(=O)N2CCCC2=O)nc2ccccc21 | -7 | 1 |
| 62 | COc1nc(NCC(C)C)nc(Oc2ccc(OCc3ccccc3)nn2)n1 | -3 | -8 |
| 63 | Cc1ccc(N2C(=O)N(CC(=O)Nc3cccc(Cl)c3)C(=O)C2C)cc1 (stereo unspecified) | -1 | -8 |
| 64 | CC1=CC(c2ccc(Cl)cc2)n2nc(N3C(=O)CCC3=O)nc2N1 (stereo unspecified) | -9 | 1 |
| 65 | CN(C(=O)c1cc2n(n1)C(C(F)(F)F)CC(c1ccco1)N2)c1ccccc1 (stereo unspecified) | -12 | 9 |
| 66 | Cc1ccc(OCC(=O)Nc2ccc(C(=O)O)cc2NC(=O)COc2ccc(C)c(C)c2)cc1C | 3 | 0 |
| 67 | CN(C)CCN(C(=O)c1ccc(N2C(=O)CCC2=O)cc1)c1nc2cc3c(cc2s1)OCO3 | 2 | 6 |
| 68 | O=C(COc1ccc(Br)cc1)Nc1nnc(C2CC2)s1 | -4 | -1 |
| 69 | COCCCNC(=O)c1cc2cc(Br)ccc2oc1=O | -15 | -4 |
| 70 | Cc1ccc(C(=O)NCN2CCN(c3ccccc3)CC2)cc1 | 1 | -4 |
| 71 | CCn1c(SCC(=O)Nc2nccs2)nnc1-c1cc2cccc(OC)c2o1 | 40 | 2 |
| 72 | O=C(Nc1nnc(COc2ccc(F)cc2)s1)Nc1ccccc1F | -4 | 5 |
| 73 | CC(=O)c1ccc(CCCC(=O)O)cc1 | 4 | 2 |
| 74 | N#CCCN(NC(=O)OCc1ccccc1)C(=O)OCc1ccccc1 | -18 | 3 |
| 75 | COc1ccccc1-n1c(SCC(N)=O)nc2c(c1=O)SCC2 | -7 | -6 |
| 76 | CCCCCCCC1c2c(c(C)c(C)oc2=O)Oc2c(C)c(C)oc(=O)c21 | -14 | 4 |
| 77 | O=[N+]([O-])c1cccc(-c2c(-c3ccccc3)ncc3cc(F)ccc23)c1 | 32 | -1 |
| 78 | Cc1c(Cl)c([N+](=O)[O-])nn1CC(=O)NCc1ccco1 | 4 | -4 |
| 79 | COc1ccc(NCC(=O)N/N=C2\CCc3ccccc32)cc1 | 11 | -11 |
| 80 | COCCn1c(C)cc(C(=O)CSc2nc(C)c(C)c(C)n2)c1C | -8 | -5 |
| 81 | O=C(CN1CCN(c2ccccn2)CC1)Nc1ccc(OCc2ccccc2)cc1 | 3 | -4 |
| 82 | CCCNS(=O)(=O)c1ccc(CCC(=O)NCc2ccco2)cc1 | -4 | -8 |
| 83 | O=C(CNC(=O)c1ccc(Br)o1)NC12CC3CC(CC(C3)C1)C2 | -2 | -2 |
| 84 | O=c1[nH]c(Cc2ccccc2Cl)nc2ccccc12 | -6 | 4 |
| 85 | COc1ccc(-c2noc(Cc3cccs3)n2)cc1 | -34 | -4 |
| 86 | O=C(NCCc1c[nH]c2ccc(Cl)cc12)c1ccc([N+](=O)[O-])cc1 | -29 | -3 |
| 87 | O=C(COc1ccc(F)cc1F)N1CCCCCCC1 | -5 | -3 |
| 88 | Cc1ccc(S(=O)(=O)N2CCCC2)cc1C(=O)O | -19 | 11 |
| 89 | COc1ccc(NC(=O)c2ccc(-c3nn(C)c(=O)c4ccccc34)cc2)cc1C(N)=O | 0 | 51 |
| 90 | Cn1c(-c2sc3ccccc3c2Cl)n[nH]c1=S | 25 | -13 |
| 91 | CC1(c2ccccc2)NC(=O)N(N)C1=O (stereo unspecified) | 13 | 0 |
| 92 | Clc1ccccc1Oc1cnc2ccccc2n1 | 1 | 4 |
| 93 | Cc1cc(C)nc(NC(=O)c2c(Cl)cccc2Cl)n1 | 25 | -26 |
| 94 | c1ccc(COc2ccc3nocc3c2)cc1 | 16 | -2 |
| 95 | N#CC1c2ccccc2-c2ccccc2N1C(=O)c1ccccc1 (stereo unspecified) | 8 | -15 |
| 96 | Cc1ccc(C(=O)N(C)c2ccc(OCC(=O)N3c4ccc(C)cc4C4CN(C)CCC43)cc2)cc1 (stereo unspecified) | -12 | 30 |

Gathered by group, the entries above with fluorine
| item | molecule | H9c2 TAG inh | H9c2 TAG inh DAPI viability |
| --- | --- | --- | --- |
| 4 | COc1cccc(C(=O)N2CCN(Cc3cn[nH]c3-c3ccc(F)cc3F)CC2)c1 | 8 | -10 |
| 5 | O=C(NCCC1CCCCN1S(=O)(=O)c1ccc(F)cc1)C(=O)NCC1CCCO1 (stereo unspecified) | 8 | -1 |
| 8 | FC(F)(F)c1cccc(N2CCc3cn[nH]c32)c1 | 8 | -4 |
| 28 | O=C(COc1ccc(F)cc1Cl)N(Cc1nnc(-c2ccccc2Cl)o1)C1CC1 | -17 | -3 |
| 52 | O=C(NC1CC1)c1ccc(CSCc2cccc(F)c2)o1 | -19 | -8 |
| 54 | CC(=O)c1sc(NC(=O)C2CCN(C(=O)c3ccc(F)cc3)CC2)nc1-c1ccccc1 | -3 | -2 |
| 56 | Nc1nonc1-n1nnc(C(=O)N/N=C/c2ccc(OCc3ccccc3)cc2)c1COc1ccc(F)cc1 | 27 | -7 |
| 57 | O=C(CSCc1ccccc1)Nc1ccc(F)cc1F | -11 | 2 |
| 65 | CN(C(=O)c1cc2n(n1)C(C(F)(F)F)CC(c1ccco1)N2)c1ccccc1 (stereo unspecified) | -12 | 9 |
| 72 | O=C(Nc1nnc(COc2ccc(F)cc2)s1)Nc1ccccc1F | -4 | 5 |
| 77 | O=[N+]([O-])c1cccc(-c2c(-c3ccccc3)ncc3cc(F)ccc23)c1 | 32 | -1 |
| 87 | O=C(COc1ccc(F)cc1F)N1CCCCCCC1 | -5 | -3 |
